Screens: PubChem BioAssay, several laboratories
Salmonella PhoP GFP = inhibitors of PhoP regulon expression, primary screen, Salmonella Typhimurium, GFP reporter (AID 1863) | 300,000 compounds, 0.16% hits | S. Typhimurium PhoP-regulated promoter GFP reporter, 4 h; higher % means a stronger effect | one-dose inhibition, % at 50 µM; IC50 in µM for titrated hits;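 active = inhibition over 29.93%, a cutoff 3 SD above the screen mean, later confirmed by dose response; inconclusive = inhibition over 29.93% but no dose response follow-up; inactive = inhibition at most 29.93% or unconfirmed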;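 note: 0% = low Mg2+ inducing control and 100% = high Mg2+ repressing control; strong numbers were not always called active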
XIAP antagonists = XIAP antagonists, biochemical, IAP family, fluorescence polarization (AID 1018); displacement, % at 20 µM; hits with a dose series show IC50 in µM; 200,000 compounds, 0.007% hits; XIAP BIR domain, fluorescence polarization peptide displacement; higher % means a stronger effect; E3 ubiquitin-protein ligase XIAP (Homo sapiens); in the data active = displacement above about 50%; note: a part of the inactive calls stands beside numbers as strong as those of hits
Yfh1-off respiration = enhancers of respiration in Yfh1-depleted yeast, dose response, Friedreich's ataxia, plus single-dose screen (AID 1465); S. cerevisiae Yfh1-off respiration, WST-1 reduction, 72 h; higher fold induction means a stronger effect; fold induction at 50 µM, or EC50 in µM where a hit was titrated; 220,000 compounds, 0.074% hits;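 active = fold induction of absorbance versus untreated yeast above a set limit, then at least 30% activation at any dose in follow-up; inconclusive = repeats straddling the limit, or above it without dose testing; inactive = fold induction below the set limit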;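 note: activators that raise dye reduction in frataxin-depleted yeast; strong numbers were not always called active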
M17LAP inhibition = P. falciparum M17LAP inhibitors, primary screen, biochemical, fluorogenic H-Leu-NHMec substrate, 1536-well (AID 1619) | Leucine aminopeptidase (Plasmodium falciparum (isolate 3D7)) | recombinant M17LAP, H-Leu-NHMec fluorogenic kinetic assay; higher % means a stronger effect | inhibition, % at 30 µM; hits with a dose series show IC50 in µM | 220,000 compounds, 0.38% hits;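 active = compound inhibiting the enzyme by more than half at any dose during confirmatory dose-response retesting; inconclusive = strong single-dose inhibitors picked by rank but not retested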;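 note: plate controls were full reaction with DMSO carrier for no effect and no enzyme background for full effect; strong numbers were not always called active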
West Nile antiviral = West Nile virus antiviral activity, cell-based, CPE readout (AID 1621); West Nile virus-infected cells, CPE inhibition; higher % means a stronger effect; one-dose CPE inhibition, % at 10 µM; IC50 in µM for titrated hits; 290,000 compounds, 0.02% hits; in the data active = a potency from the dose series; inconclusive = CPE inhibition mostly from about 3.7% at the one dose, without a potency; inactive = the rest, 99 in 100 with CPE inhibition below about 2.2%; note: strong numbers were not always called active
SIAH1 antagonists = Siah-1 peptide-binding antagonists, primary screen, biochemical, fluorescence polarization, rhodamine-plectin, uHTS (AID 1817) | displacement, % at 20 µM; hits with a dose series show IC50 in µM | Siah-1 / rhodamine-plectin peptide fluorescence polarization; higher % means a stronger effect | 290,000 compounds, 0.02% hits;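 active = displacement of at least 50% at 20 µM, with a fluorescence ratio check between 0.3 and a set limit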;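 note: plate controls were Siah plus tracer with DMSO for no effect and tracer alone without Siah for full effect; strong numbers were not always called active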
human PMI inhibitors = human PMI inhibitors, high substrate, primary screen, biochemical, fluorescence intensity, high mannose 6-phosphate (AID 1220); recombinant PMI enzyme, coupled fluorescence intensity; higher % means a stronger effect; inhibition, % at 20 µM, or IC50 in µM where a hit was titrated; 190,000 compounds, 0.66% hits; in the data active = inhibition above about 50%
CSM14.1 death rescue = rescue of cells from ER stress-induced death, primary screen, 384-well, CSM14.1, thapsigargin, ATP luminescence (AID 1222). CSM14.1 thapsigargin-induced death rescue, ATP luminescence; higher % means a stronger effect. cellular ATP content (survival), % at 20 µM; hits with a dose series show EC50 in µM. 190,000 tested, under 10 active;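 active = EC50 below 50 µM in the dose-response confirmation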;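 note: death triggered by thapsigargin at about 15 µM added after 2 h compound pretreatment; cell ATP read after overnight thapsigargin exposure of roughly 18 to 22 hours; normalized against plate controls of thapsigargin alone and 5% DMSO vehicle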
P. falciparum M1AAP = P. falciparum M1AAP inhibitors, biochemical, fluorogenic H-Leu-NHMec substrate, 1536-well (AID 1445); Aminopeptidase N (Plasmodium falciparum (isolate 3D7)); recombinant M1AAP, H-Leu-NHMec fluorogenic kinetic assay; higher % means a stronger effect; inhibition, % at 30 µM, or IC50 in µM where a hit was titrated; 220,000 compounds, 0.42% hits;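 active = primary inhibition above the hit cutoff, then over 50% inhibition at one or more dose response concentrations, cut at about 23% in these data, passing the limit was not always enough; inconclusive = conflicting primary data, or primary hits not chosen for dose response; inactive = low primary inhibition, or under 50% at every dose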;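 note: plate controls were DMSO full reaction for no effect and no enzyme background for full effect; strong numbers were not always called active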
* marks the source's active call; other numbers are inactive results; i = inactive; u = inconclusive; x = not tested or not shown; & = joins results of further samples.

SMILES	Salmonella PhoP GFP	XIAP antagonists	Yfh1-off respiration	M17LAP inhibition	West Nile antiviral	SIAH1 antagonists	human PMI inhibitors	CSM14.1 death rescue	P. falciparum M1AAP
Cc1cc(Cl)c(S(=O)(=O)NCc2ccncc2)cc1OCC(N)=O	2%	-0.7%	i	11%	0.9%	-1%	4%	-2.0%	6%
O=C(COC(=O)Cn1cnc2ccccc2c1=O)Nc1ccc(Cl)c(C(F)(F)F)c1	-6%	-2.9%	i	-10%	-1.1%	-2%	2%	-1.2%	1%
CCOC(=O)CC1C(=O)NCCN1C1CCCC1 (stereo unspecified)	4%	-6.7%	i	11%	-0.1%	-1%	0%	2.4%	4%
CN1CCC(OC(=O)C23CCC(C)(C(=O)O2)C3(C)C)CC1 (stereo unspecified)	-3%	1.0%	i	7%	u	2%	-5%	-5.7%	8%
O=C(O)c1ccc(Oc2cccc([N+](=O)[O-])c2)cc1C(=O)O	-1%	-12%	i	9%	-0.6%	-1%	6%	-1.1%	-1%
Brc1ccc(-c2csc(NNC3=NCCCCC3)n2)cc1	-11%	-5.7%	i	-11%	-0.5%	0%	-89%	-1.9%	9%
CC(C)Cn1c(CN2C(=O)c3ccccc3C2=O)nc2ccccc2c1=O	-12%	-1.7%	i	2%	-0.1%	5%	-6%	1.3%	-3%
c1coc(-c2nnc(SCc3cn4ccccc4n3)o2)c1	11%	-2.1%	i	-5%	0.1%	2%	2%	-0.5%	2%
Cc1cc(C)n(C(=O)c2ccncc2)n1	-10%	-2.2%	i	10%	u	-2%	10%	-1.7%	15%
COc1ccc(S(=O)(=O)N(C)C)cc1NS(=O)(=O)c1ccc(F)c(F)c1F	1%	-2.6%	i	-12%	0.2%	-10%	2%	-3.8%	2%
Cc1ccc(CSCCNC(=O)c2ccc(Cl)c(S(=O)(=O)N3CCOCC3)c2)cc1	3%	2.6%	i	1%	-0.8%	3%	0%	0.3%	7%
COc1ccc(-c2cc3nc(C)cc(N)n3n2)cc1	14%	-1.5%	i	-3%	-1.8%	3%	-4%	-2.1%	5%
CCCNC(=O)COC(=O)c1ccccc1OCC(=O)Nc1ccc(Br)cc1	2%	-1.5%	i	28%	-0.3%	-4%	-10%	-1.8%	1%
Cc1cccc(CNc2ncc(-c3cccc([N+](=O)[O-])c3)n2C)c1	1%	-3.4%	i	1%	-0.9%	4%	12%	2.2%	1%
Cc1c(=O)n(OCc2ccccn2)c2ccccc2[n+]1[O-]	-13%	-5.1%	i	22%	-0.2%	4%	3%	0.3%	7%

Looked up above:
`O=C(O)c1ccc(Oc2cccc([N+](=O)[O-])c2)cc1C(=O)O` in West Nile antiviral → -0.6%
`O=C(COC(=O)Cn1cnc2ccccc2c1=O)Nc1ccc(Cl)c(C(F)(F)F)c1` in CSM14.1 death rescue → -1.2%
`CC(C)Cn1c(CN2C(=O)c3ccccc3C2=O)nc2ccccc2c1=O` in M17LAP inhibition → 2%
`COc1ccc(-c2cc3nc(C)cc(N)n3n2)cc1` in M17LAP inhibition → -3%

Just XIAP antagonists, for some of the entries so far:
molecule | XIAP antagonists
O=C(COC(=O)Cn1cnc2ccccc2c1=O)Nc1ccc(Cl)c(C(F)(F)F)c1 | -2.9%
CCOC(=O)CC1C(=O)NCCN1C1CCCC1 (stereo unspecified) | -6.7%
CN1CCC(OC(=O)C23CCC(C)(C(=O)O2)C3(C)C)CC1 (stereo unspecified) | 1.0%
O=C(O)c1ccc(Oc2cccc([N+](=O)[O-])c2)cc1C(=O)O | -12%

Following part:
SMILES	Salmonella PhoP GFP	XIAP antagonists	Yfh1-off respiration	M17LAP inhibition	West Nile antiviral	SIAH1 antagonists	human PMI inhibitors	CSM14.1 death rescue	P. falciparum M1AAP
COc1cc(C(=O)Nc2ccc([N+](=O)[O-])cn2)cc(OC)c1OC	-17%	-9.4%	i	-5%	-0.2%	-4%	-4%	0.9%	14%
CC(C)NCC(O)c1ccc(NS(C)(=O)=O)cc1 (stereo unspecified)	4%&4%	-4.9%	i	-4%	0.3%	1%	-5%	-2.0%	-4%
CCCN(CCC)C(=O)CSc1nc2n[nH]c(C)c2c(=N)n1-c1ccc(OCC)cc1	6%	-5.9%	i	-2%	-0.4%	-7%	10%	-1.2%	2%
CCOC(=O)N1CCN(c2cc(N3CCN(CC)CC3)c(F)cc2[N+](=O)[O-])CC1C (stereo unspecified)	8%	-3.6%	i	12%	0.0%	1%	3%	-1.1%	0%
CCc1cc2c(-c3ccccc3)cc(=O)oc2c(CN2CCOCC2)c1O	6%	-1.9%	i	6%	-0.2%	0%	5%	0.0%	10%
C=CCN1C(c2ccccc2)=CS/C1=C(\C#N)c1nnc2n1CCCCC2	-9%	-6.2%	i	7%	-1.2%	-3%	-24%	x	5%
O=C(CSCc1ccco1)Nc1cc(C(F)(F)F)ccc1N1CCOCC1	-6%	1.4%	i	6%	-0.3%	6%	8%	-0.5%	4%
Cc1nonc1NC(=O)CSc1nnc(-c2ccoc2C)n1-c1cccc(Cl)c1	-2%	-5.9%	i	-5%	0.1%	1%	2%	1.1%	2%
CCOC(=O)COn1c(=O)c(=O)n(OC)c2ccccc21	-1%	-1.6%	i	18%	-0.1%	-2%	5%	-0.1%	5%
CC(=O)Nc1ccc(Nc2cc(C)nc3c(-c4ccc(Cl)cc4)c(C)nn23)cc1	-15%	-12%	i	-28%	-1.4%	-3%	-1%	0.6%	10%
CC(Cc1ccccc1)NC(=O)C1(c2ccccc2)CCOCC1 (stereo unspecified)	-6%	-6.6%	i	0%	0.5%	0%	11%	-1.4%	1%
Cc1csc(NC(=O)CSc2nnc3ncccn23)n1	4%	-4.8%	i	-8%	0.4%	-6%	18%	-1.3%	3%
CC(C)(C)c1ccc(CN2C3=NCCCN3c3ccccc32)cc1	-5%	-6.7%	i	-7%	u	-4%	-5%	-2.9%	4%
O=C(Cn1nnc(-c2ccc(Cl)cc2)n1)NC1CC2CCC1C2 (stereo unspecified)	-8%	-4.8%	i	-6%	-0.2%	10%	2%	2.8%	6%
O=S(=O)(NCc1ccco1)c1ccc(S(=O)(=O)N2CCCC2)cc1	0%	-6.8%	i	-6%	-0.8%	0%	x	1.4%	4%

Single records (already shown).
Entry for CC(Cc1ccccc1)NC(=O)C1(c2ccccc2)CCOCC1 (stereo unspecified) = Salmonella PhoP GFP = -6%; XIAP antagonists = -6.6%; Yfh1-off respiration = i; M17LAP inhibition = 0%; West Nile antiviral = 0.5%; SIAH1 antagonists = 0%; human PMI inhibitors = 11%; CSM14.1 death rescue = -1.4%; P. falciparum M1AAP = 1%
Entry for COc1cc(C(=O)Nc2ccc([N+](=O)[O-])cn2)cc(OC)c1OC = Salmonella PhoP GFP = -17%; XIAP antagonists = -9.4%; Yfh1-off respiration = i; M17LAP inhibition = -5%; West Nile antiviral = -0.2%; SIAH1 antagonists = -4%; human PMI inhibitors = -4%; CSM14.1 death rescue = 0.9%; P. falciparum M1AAP = 14%

Next part.
SMILES	Salmonella PhoP GFP	XIAP antagonists	Yfh1-off respiration	M17LAP inhibition	West Nile antiviral	SIAH1 antagonists	human PMI inhibitors	CSM14.1 death rescue	P. falciparum M1AAP
COc1cc(C(=O)O/N=C2\C=CC(=O)C(C)=C2)cc(OC)c1OC	-22%	-2.0%	i	21%	u	-3%	x	0.8%	8%
O=C(NCCc1c[nH]c2ccccc12)C(=O)NCC1OCCCN1S(=O)(=O)c1ccc(F)cc1 (stereo unspecified)	5%	-0.8%	i	7%	-1.6%	14%	-5%	1.0%	4%
CCCCn1nnnc1SCC(=O)Nc1cccc(C)n1	-3%	-4.0%	i	-2%	-0.7%	3%	12%	-0.2%	-1%
O=C(NC1(C(F)(F)F)NC(=O)N(Cc2cccnc2)C1=O)c1ccc(F)cc1 (stereo unspecified)	5%	-1.1%	i	-6%	0.9%	2%	-5%	1.6%	-6%
O=C(O)c1cc(N/N=C/c2cccnc2)ccc1Cl	-9%	x	i	7%	-0.2%	5%	x	x	5%
Cc1nc2cc(NS(=O)(=O)c3c(C)c(C)cc(C)c3C)ccc2s1	-5%	-6.0%	i	0%	-0.3%	-2%	-3%	-3.1%	4%
CSc1sc(C)cc1C1C(C#N)=C(N)N(c2cccnc2)C2=C1C(=O)CC(C)(C)C2 (stereo unspecified)	4%	-3.7%	i	-8%	-0.2%	4%	14%	-0.4%	2%
COc1ccc(-n2nc([N+](=O)[O-])c(=NCc3ccco3)n2O)cc1	-2%	-2.8%	i	-3%	0.3%	-8%	9%	0.6%	4%
CCOc1ccc(S(=O)(=O)N(C)c2ccc(OCC(=O)Nc3ccc4[nH]c(=O)[nH]c4c3)cc2)cc1	2%	-12%	i	5%	0.0%	6%	11%	1.7%	7%
Cc1ccc(S(=O)(=O)NC2(C(F)(F)F)C(=O)Nc3c2c(=O)[nH]c(=O)n3-c2ccccc2)cc1 (stereo unspecified)	11%	-8.3%	i	13%	-0.2%	-2%	0%	-0.8%	5%
Cc1onc(-c2ccccc2)c1CNC(=O)Nc1cccc(Cl)c1	-9%	x	i	6%	-1.1%	4%	x	x	2%
O=C(c1ccco1)N1CCN(c2ccc([N+](=O)[O-])c(N3CCOCC3)c2)CC1	-5%	2.1%	i	38%	-0.3%	10%	18%	0.9%	20%
COc1ccc(Nc2nc3cc(C)ccc3cc2C#N)c(OC)c1	-5%	-3.8%	i	4%	0.8%	0%	x	-0.5%	13%
c1ccc2sc(Nc3nc4cc5c(cc4s3)OCO5)nc2c1	5%	-7.8%	i	-18%	-0.9%	-18%	-3%	-1.8%	-2%
O=C(CCNC(=O)c1ccccc1Cl)Nc1ccc(Cl)c(C(F)(F)F)c1	-1%	-1.8%	i	9%	-2.1%	-4%	4%	0.5%	2%
COc1ccc(NS(=O)(=O)c2cc(NC(=O)c3cnccn3)ccc2OC)cc1Br	-10%	-3.1%	i	3%	-0.8%	8%	20%	-1.8%	2%
CCN(CC)c1ccc(NC(=O)CN2CCN(c3nc(C)cc(C)n3)CC2)cc1	4%	-3.4%	i	0%	-0.1%	-2%	20%	-2.1%	4%

Gathered by group, the compounds so far with a COOH group (2)
SMILES	Salmonella PhoP GFP	XIAP antagonists	Yfh1-off respiration	M17LAP inhibition	West Nile antiviral	SIAH1 antagonists	human PMI inhibitors	CSM14.1 death rescue	P. falciparum M1AAP
O=C(O)c1ccc(Oc2cccc([N+](=O)[O-])c2)cc1C(=O)O	-1%	-12%	i	9%	-0.6%	-1%	6%	-1.1%	-1%
O=C(O)c1cc(N/N=C/c2cccnc2)ccc1Cl	-9%	x	i	7%	-0.2%	5%	x	x	5%
